RAD52 inh: inhibitors of human RAD52 DNA annealing. P43351. recombinant RAD52 DNA annealing, FRET fluorescence. inhibition, % at 18.7 µM. hit rate 0.46% among 360,000. AID 651710;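 active means every replicate showing at least 50% inhibition; inconclusive means mean inhibition at least 50% but not in every replicate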
CFTR F508del cor: CFTR F508del correction in bronchial cells. CFBE cells, YFP halide quenching; stimulated with forskolin plus potentiator P3; % fluorescence drop versus neutral controls. activity (quench increase), % at 7.58 µM. hit rate 0.36% among 350,000. AID 720511;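 active means mean added fluorescence quench of at least 8% versus neutral control, with both replicates also reaching 8%; inconclusive means only one of the mean or replicate conditions met; inactive means mean below 8% and not both replicates reaching 8%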;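 further: cells transiently co-express mutant CFTR-F508del with the halide-sensitive YFP; corrector assay measuring rescue of mutant channel to the surface after 24 h compound exposure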
CASP6 VEID inh: caspase-6 (human) enzyme inhibition; P55212; purified caspase-6, Z-VEID-R110 cleavage fluorescence; inhibition, % at 12.5 µM; hit rate 0.53% among 350,000;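 active means mean inhibition across replicates at least about 35%, with every replicate also reaching that limit, limit read from the data; inconclusive means only one of the two criteria met; inactive means neither criterion met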;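 further: 0% = median of neutral control wells and 100% = no fluorescence left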
Target sequence (P55212 24-179 limits assumed): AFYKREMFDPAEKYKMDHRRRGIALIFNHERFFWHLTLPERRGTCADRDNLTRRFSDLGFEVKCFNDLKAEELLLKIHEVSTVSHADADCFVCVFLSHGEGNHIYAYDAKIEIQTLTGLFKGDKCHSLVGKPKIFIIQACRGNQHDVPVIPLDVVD
Target sequence (P55212 194-293 limits assumed): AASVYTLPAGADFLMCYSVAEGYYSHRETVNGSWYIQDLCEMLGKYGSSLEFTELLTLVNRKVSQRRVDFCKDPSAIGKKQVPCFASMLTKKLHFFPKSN
RAD54 inh: blocks human RAD54 Holliday junction branch migration; Q92698; FAM/BHQ fluorescence; inhibition, % at 10.4 µM; hit rate 0.14% among 360,000; AID 602329;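 active means mean normalized replicate activity at least 40 and at least half of replicates scoring 40 or more; inconclusive means only one of the two criteria met; inactive means mean below 40 and under half of replicates reaching 40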;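 further: 0% = median of neutral control wells and 100% = median of positive control wells; inhibitors cause a drop in the FAM fluorescence signal; in these data hits start at about 50%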
XiGFP reactiv: activators of X-chromosome reactivation in mouse fibroblasts. XiGFP mouse fibroblasts, % GFP-positive cells imaging, 3 d; cells co-treated with 5-aza-dC sensitizer; scaled so ellipticine positive control = 100%. hit rate 0.055% among 360,000. activation, % at 7.58 µM;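 active means mean normalized replicate activation at least 10% and every replicate at or above 10%; inconclusive means only one of the two criteria met; inactive means mean below 10% and not all replicates reach 10%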;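 further: 0% = median of on-plate neutral control wells and 100% = ellipticine 6 µM median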
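System: SV40-immortalized XiGFP fibroblast cells, line 68-5-11 / Incubation: 3-day compound exposure, then 15 min fixation at room temperature / Compound: single concentration per compound, delivered by pin transfer / Buffer or medium: DMEM plus 5-aza-dC sensitizer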
INS-1E GSIS act: primary screen for activators of insulin secretion dependent on glucose, INS-1E cells, GLuc reporter luminescence; activation, % at 16.6 µM; INS-1E GLuc reporter insulin secretion, 2-3 h; hit rate 0.61% among 370,000;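 active means lowest replicate activation of at least 40%, so every replicate reaches that level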;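 further: 0% = median of neutral control wells and 100% = median of IBMX positive control wells; some compounds called inactive have numbers as strong as hits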
E-selectin induc: E-selectin induction on HUVECs. HUVEC E-selectin immunofluorescence imaging; normalized: neutral wells 0, TNF-alpha wells 100. AID 686992. hit rate 0.37% among 260,000. activation, % at 7.58 µM;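 active means mean E-selectin-positive cell signal at least 10% of the positive control, reached in at least 60% of replicates, without over 20% cell loss; inconclusive means no rule given, readout overlaps actives, possibly toxicity-flagged; inactive means the rest, including those meeting only one limit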;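 further: in these data hits start at about 27%; measured in HUVEC primary endothelial cells; signal is the percent of cells scored E-selectin positive by PE staining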
Target sequence (P16581 whole entry, looked up): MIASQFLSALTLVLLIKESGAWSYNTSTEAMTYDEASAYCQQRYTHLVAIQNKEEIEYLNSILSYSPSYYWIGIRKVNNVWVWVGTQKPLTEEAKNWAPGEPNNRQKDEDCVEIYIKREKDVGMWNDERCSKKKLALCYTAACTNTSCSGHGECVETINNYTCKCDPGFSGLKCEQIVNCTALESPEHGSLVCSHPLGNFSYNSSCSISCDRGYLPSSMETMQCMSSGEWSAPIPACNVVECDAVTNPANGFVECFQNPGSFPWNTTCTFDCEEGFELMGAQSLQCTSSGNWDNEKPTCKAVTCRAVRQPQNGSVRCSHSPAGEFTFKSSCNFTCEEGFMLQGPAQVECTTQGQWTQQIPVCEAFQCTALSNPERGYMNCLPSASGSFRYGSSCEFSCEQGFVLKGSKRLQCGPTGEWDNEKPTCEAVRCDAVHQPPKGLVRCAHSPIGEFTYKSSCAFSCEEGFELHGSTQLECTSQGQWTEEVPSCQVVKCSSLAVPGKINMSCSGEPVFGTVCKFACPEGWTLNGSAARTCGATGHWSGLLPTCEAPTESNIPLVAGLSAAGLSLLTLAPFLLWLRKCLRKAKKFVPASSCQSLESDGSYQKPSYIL
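Read-out: % PE-positive cells | Test system: HUVEC | Doses: One compound dose added by pin transfer | Buffer or medium: EGM-2 over gelatin coat | Signal: Immunofluorescence imaging | Benchmarks: TNF-alpha, DMSO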
DENV2 CPE: DENV2-induced cell death inhibition | hit rate 1.7% among 350,000 | DENV2-infected cells, cytopathic effect rescue, plate reader | CPE inhibition, % at 9.99 µM; in the data active means CPE inhibition above about 20%, passing the limit was not always enough; inconclusive means no clear call, values can overlap the other calls; tested in BHK-21 cells;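 further: 0% = median of neutral control wells and 100% = median of positive control wells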
The depositor's hits bear a star; & = joins results of further samples.

Screening CCCNC(=O)C[C@@H]1CC[C@@H]2[C@H](COC[C@@H](O)CN2Cc2ccccc2F)O1 returned RAD52 inh 1, CFTR F508del cor -1.3, CASP6 VEID inh 2, RAD54 inh -1, XiGFP reactiv -0.1, INS-1E GSIS act 1, E-selectin induc 0.2 and DENV2 CPE -6.
`C[C@H]1CN([C@@H](C)CO)C(=O)c2c(c3ccccc3n2C)-c2ccccc2CO[C@@H]1CN(C)Cc1cccc2c1OCCCO2` gave RAD52 inh 22, CFTR F508del cor 1.3, CASP6 VEID inh -1 and DENV2 CPE 13.
CC(C)(C)c1[nH]ncc1[N+](=O)[O-] was read as RAD52 inh 8, CFTR F508del cor -2.5, CASP6 VEID inh -6, XiGFP reactiv 0.2, INS-1E GSIS act -1 and DENV2 CPE -1.
CC(C)(C)NNC(=S)Nc1ccc(S(=O)(=O)N2CCOCC2)cc1 was read as RAD52 inh -8, CFTR F508del cor -4.9, CASP6 VEID inh -2, XiGFP reactiv 0.0, INS-1E GSIS act 6 and DENV2 CPE 4.
Screening CC(CN1CCCCC1)NC(=O)c1cc(-c2ccccn2)nc2ccc(Cl)cc12 (centres undefined) returned RAD52 inh -11, CFTR F508del cor -0.1, CASP6 VEID inh -4, XiGFP reactiv -0.1, INS-1E GSIS act -16 and DENV2 CPE 5.
Screening O=C(O)C1Nc2c(O)cc(Cl)c([N+](=O)[O-])c2C2C=CCC12 (centres undefined) returned RAD52 inh 3, CFTR F508del cor 0.2, CASP6 VEID inh 98*, XiGFP reactiv 0.0, INS-1E GSIS act -22 and DENV2 CPE 0.
CCNC(=O)Nc1ccc2c(c1)C(=O)N(C)[C@@H]1CC[C@H](CC(=O)N[C@H](C)c3ccccc3)O[C@H]1CO2 was read as RAD52 inh -7, RAD54 inh 3, XiGFP reactiv -0.1, INS-1E GSIS act -7, E-selectin induc 0.0 and DENV2 CPE 8.
Screening C[C@H](CO)N1C[C@H](C)[C@H](CN(C)S(=O)(=O)c2cn(C)cn2)Oc2ccc(NC(=O)CCCCCC(=O)Nc3ccccc3N)cc2C1=O returned RAD52 inh -12, CFTR F508del cor -0.2, CASP6 VEID inh 1, XiGFP reactiv 0.0, INS-1E GSIS act 1, E-selectin induc -2.9 and DENV2 CPE 9.
COc1ccc(-c2csc(NC(=O)CCS(=O)(=O)c3ccccc3)n2)c(OC)c1 was read as RAD52 inh -77, CFTR F508del cor -3.9, CASP6 VEID inh -1, XiGFP reactiv 2.2, INS-1E GSIS act 17, E-selectin induc -4.4 and DENV2 CPE -2.
COc1ccc(CN(C)C[C@H]2Oc3ccc(NC(=O)NC(C)C)cc3CC(=O)N([C@@H](C)CO)C[C@@H]2C)cc1 was read as RAD52 inh 4, CFTR F508del cor -0.4, CASP6 VEID inh -1, RAD54 inh -17, XiGFP reactiv 0.2, INS-1E GSIS act 25, E-selectin induc -0.5 and DENV2 CPE -10.
For O=[N+]([O-])c1cc(C(F)(F)F)ccc1NCCc1ccncc1 the results were RAD52 inh -24, CFTR F508del cor -0.5, CASP6 VEID inh 0, XiGFP reactiv 0.0, INS-1E GSIS act 16, E-selectin induc 0.1 and DENV2 CPE 1.
Screening O=C(CCS(=O)(=O)c1ccccc1)Nc1nnc(-c2ccco2)o1 returned RAD52 inh -16, CFTR F508del cor -2.2, CASP6 VEID inh 0, RAD54 inh -7, XiGFP reactiv -0.1, INS-1E GSIS act -7, E-selectin induc -1.4 and DENV2 CPE -1.
Screening COc1cc(OC)cc(-c2cc3nc(C4CCN(C(=O)OC(C)(C)C)CC4)cc(=O)n3[nH]2)c1 returned RAD52 inh 14, CFTR F508del cor -1.8, CASP6 VEID inh 3, RAD54 inh 5, INS-1E GSIS act -1 and DENV2 CPE 3.
CCOC(=O)[C@]12CCCC=C1N(Cc1ccc3c(c1)OCO3)C(=O)[C@H](CC(=O)N1CCC(c3ccccc3)CC1)C2 was read as RAD52 inh -56, CFTR F508del cor 2.5, CASP6 VEID inh -3, XiGFP reactiv 0.1, INS-1E GSIS act -22, E-selectin induc -0.3 and DENV2 CPE -3.
For C[C@H](NC(=O)[C@H]1[C@H](CO)[C@H]2Cn3c(cccc3=O)[C@H]2N1Cc1ccncc1)c1ccccc1 the results were RAD52 inh -25, CFTR F508del cor -1.3, CASP6 VEID inh 0, RAD54 inh 8, XiGFP reactiv 0.8, INS-1E GSIS act 3, E-selectin induc -0.7 and DENV2 CPE 4.
For C[C@H](CO)N1C[C@H](C)[C@@H](CN(C)S(C)(=O)=O)Oc2c(NC(=O)C3CCCCC3)cccc2C1=O the results were RAD52 inh 4&-1, CFTR F508del cor 0.3&-1.3, CASP6 VEID inh -4&-3, RAD54 inh 4&-2, XiGFP reactiv -0.2&0.0, INS-1E GSIS act 8, E-selectin induc 25&-0.1 and DENV2 CPE -8&-2.
For COc1ccc(OCCOC(=O)CNC(=O)c2ccc(C)cc2)cc1 the results were RAD52 inh -7, CFTR F508del cor -0.8, CASP6 VEID inh -1, RAD54 inh 2, XiGFP reactiv 0.2, INS-1E GSIS act -14, E-selectin induc -0.9 and DENV2 CPE -4.
For O=C(O)c1cccc(NC(=O)c2cn(-c3ccccc3)nc2-c2ccc([N+](=O)[O-])cc2)c1 the results were RAD52 inh 14, CFTR F508del cor 1.4, CASP6 VEID inh 4, RAD54 inh -7, XiGFP reactiv 0.0, INS-1E GSIS act 0, E-selectin induc 0.1 and DENV2 CPE -5.
CCOC(=O)c1c(S(=O)(=O)NCC(=O)Nc2cccc(C)c2)c(C)n(C)c1C was read as RAD52 inh 1, CFTR F508del cor 1.5, CASP6 VEID inh 1, RAD54 inh 2, XiGFP reactiv 0.3 and DENV2 CPE -1.
For CCCS(=O)(=O)c1c(S(=O)(=O)CCC)c2c(N)cccn2c1C(=O)c1ccccc1 the results were RAD52 inh -12, CFTR F508del cor 0.6, CASP6 VEID inh 11, RAD54 inh -7, INS-1E GSIS act -3 and DENV2 CPE 8.
`O=C1CCCc2c1nn(-c1ccccc1)[n+]2[O-]` gave RAD52 inh -7, CFTR F508del cor -0.5, CASP6 VEID inh 1, INS-1E GSIS act 16 and DENV2 CPE -3.
For C[C@@H]1CN([C@@H](C)CO)C(=O)c2cccc(NS(=O)(=O)c3cccs3)c2O[C@H]1CN(C)C(=O)Nc1ccc(C(F)(F)F)cc1 the results were RAD52 inh -6, CFTR F508del cor -0.2, CASP6 VEID inh 4, RAD54 inh 5, XiGFP reactiv 0.5, INS-1E GSIS act -12, E-selectin induc -3.2 and DENV2 CPE 3.
For CN(Cc1ccccc1)C(=O)c1ccc(NC(=O)C2CCN(C(=O)OC(C)(C)C)CC2)cc1 the results were RAD52 inh 2, CFTR F508del cor 4.1, CASP6 VEID inh -8, RAD54 inh 0, XiGFP reactiv 0.1, INS-1E GSIS act -12, E-selectin induc 0.1 and DENV2 CPE 8.
CCOC(=O)c1sc(NC(=O)/C=C/c2cnn(C)c2C)c(C(=O)OC(C)C)c1C was read as RAD52 inh -4, CFTR F508del cor 3.2, CASP6 VEID inh 4, RAD54 inh 9 and DENV2 CPE -1.
For CCOc1ccc(NC(=O)CN(C)C(=O)CCCn2c(=O)oc3ccccc32)cc1OCC the results were RAD52 inh -10, CFTR F508del cor 1.1, CASP6 VEID inh 4, RAD54 inh -9, XiGFP reactiv 0.1, INS-1E GSIS act -14 and DENV2 CPE 2.
`C=CCN1Cc2ccccc2[C@@H]2OC(c3ccc(OCCCO)cc3)=N[C@]2(CCS(=O)(=O)c2ccccc2)C1=O` gave RAD52 inh -13, CFTR F508del cor 2.9, CASP6 VEID inh 6, RAD54 inh -7 and DENV2 CPE -3.
Screening O=C1CN(CC(=O)Nc2cccc(Cl)c2Cl)c2ccccc2N1 returned RAD52 inh -105, CFTR F508del cor 0.7, CASP6 VEID inh 3, XiGFP reactiv 0.1, INS-1E GSIS act -19 and DENV2 CPE 7.
For Cc1ccc(C2C(C(=O)c3cccs3)=C(O)C(=O)N2c2ccc(S(N)(=O)=O)cc2)cc1 (centres undefined) the results were RAD52 inh -16, CFTR F508del cor 2.1, CASP6 VEID inh 12, XiGFP reactiv 0.0, INS-1E GSIS act 14, E-selectin induc 0.0 and DENV2 CPE 3.
CCOc1cccc(NC(=O)c2ccc(S(=O)(=O)N3CCCC3)cc2)c1 was read as RAD52 inh -14, CFTR F508del cor 0.7, CASP6 VEID inh 0, RAD54 inh 6, XiGFP reactiv 0.3, INS-1E GSIS act -7, E-selectin induc 0.2 and DENV2 CPE 2.
For C[C@@H]1CN([C@@H](C)CO)C(=O)c2cc(NC(=O)C3CCCCC3)ccc2O[C@@H](C)CCCCO[C@@H]1CN(C)C(=O)CCCN(C)C the results were RAD52 inh -3&7, CFTR F508del cor -1.4&-3.0, CASP6 VEID inh -60&-1, RAD54 inh -6&8, XiGFP reactiv 0.0, INS-1E GSIS act 9&9, E-selectin induc -0.9 and DENV2 CPE 12&3.
Screening C/C=C/c1ccc([C@H]2[C@@H](CO)N(S(C)(=O)=O)[C@H]2CN(CCC)C(C)=O)cc1 returned RAD52 inh -12, CFTR F508del cor -0.7, CASP6 VEID inh 1, XiGFP reactiv -0.1, INS-1E GSIS act 5, E-selectin induc 0.4 and DENV2 CPE -4.
Screening O=C1OCC/C1=C\NCCCCCCCCN/C=C1\CCOC1=O returned RAD52 inh -13, CFTR F508del cor -0.7, CASP6 VEID inh -25, RAD54 inh -4, XiGFP reactiv 0.1 and DENV2 CPE -6.
Screening O=C(NC1CCCCC1)C(c1ccncc1)N(C(=O)c1ccco1)c1ccc(F)cc1 (centres undefined) returned RAD52 inh -19, CFTR F508del cor 1.3, CASP6 VEID inh 7, RAD54 inh -7, XiGFP reactiv 0.1, INS-1E GSIS act -9 and DENV2 CPE 0.
`Cc1ccc(N2C(=O)N(CC(=O)Nc3ccccc3C(F)(F)F)C(=O)C2C)cc1` (centres undefined) gave RAD52 inh -7, CFTR F508del cor 0.8, CASP6 VEID inh -1, RAD54 inh -2, XiGFP reactiv 0.0, INS-1E GSIS act -17 and DENV2 CPE inconclusive.
`Cc1ccccc1NC(=S)N1CCN(Cc2ccccc2)CC1` gave RAD52 inh -7, CASP6 VEID inh 0, XiGFP reactiv 0.4, INS-1E GSIS act 10 and DENV2 CPE 11.
`COc1cccc(-c2cnc3c(c2)C(=O)N([C@@H](C)CO)C[C@H](C)[C@@H](CN(C)CC2CCOCC2)O3)c1` gave RAD52 inh 16, CFTR F508del cor 0.1, CASP6 VEID inh -1, RAD54 inh -6, XiGFP reactiv -1.1, INS-1E GSIS act 15, E-selectin induc 0.1 and DENV2 CPE -6.
COc1ccc(S(=O)(=O)N(C)CC(=O)Nc2ccc(C(N)=O)cc2)cc1OC was read as RAD52 inh -5, CFTR F508del cor -0.3, CASP6 VEID inh -2, RAD54 inh -2, XiGFP reactiv 0.1, INS-1E GSIS act 5, E-selectin induc 0.3 and DENV2 CPE -8.
For CCN(CC)S(=O)(=O)c1cccc(-c2nnc(SCC(=O)NC)n2N)c1 the results were RAD52 inh -11, CFTR F508del cor -5.2, CASP6 VEID inh 2, XiGFP reactiv 0.5, INS-1E GSIS act 5 and DENV2 CPE 1.
Screening Cn1c(=O)c2[nH]c(CN3CCCCC3)nc2n(C)c1=O returned RAD52 inh -8, CFTR F508del cor -0.1, CASP6 VEID inh 0, XiGFP reactiv 0.5, INS-1E GSIS act 15, E-selectin induc 4.7 and DENV2 CPE 11.
For COc1ccccc1NC(=O)Nc1ccc(CC#N)cc1 the results were RAD52 inh -26, CASP6 VEID inh 0, XiGFP reactiv 0.1, INS-1E GSIS act 9, E-selectin induc -0.3 and DENV2 CPE -4.

Screening results as filed in PubChem.

Hits appear at their usual frequency; any-hit rate near 3.7%.
